# Source: PubChem (several laboratories)
# Myeloid diff MLP: induction of myeloid progenitor differentiation, primary screen, cell-based, flow cytometry, MLPCN library; calls only at 10 µM; ER-HoxA9 myeloid progenitors, lysozyme-GFP differentiation; hit rate 1% among 360,000;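 active = normalized GFP-positive differentiation at or above the plate's own cutoff, the solvent-only control mean plus 3 SD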;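 also: cells exposed to compound for four days before flow analysis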
# KOR beta-arrestin-1: KOR agonists, beta-arrestin recruitment, primary screen, cell-based, luminescence, uHTS (AID 1777); KOR beta-arrestin recruitment, luminescence; higher % means a stronger effect; activation, % at 10 µM; hits with a dose series show EC50 in µM; hit rate 0.02% among 280,000; in the data active = activation above about 50%, passing the limit was not always enough; also: a part of the inactive calls stands beside numbers as strong as those of hits
# HIV peptide binding: inhibitors of HIV fusion peptide binding, primary screen, biochemical, uHTS, fluorescence dequenching (AID 1986); cell-free peptide binding, fluorescence dequenching, 30 min; higher % means a stronger effect; hit rate 0.3% among 290,000; one-dose inhibition, % at 20 µM; IC50 in µM for titrated hits; in the data active = inhibition mostly above about 52%, no sharp cut-off; inactive = mostly below about 76%; also: some results filed as inactive read as strong as hits
# PhoP inhibition: inhibitors of PhoP regulon expression, primary screen, Salmonella Typhimurium, GFP reporter (AID 1863). S. Typhimurium PhoP-regulated promoter GFP reporter, 4 h; higher % means a stronger effect. inhibition, % at 50 µM, or IC50 in µM where a hit was titrated. hit rate 0.16% among 300,000;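 active = inhibition over 29.93%, a cutoff 3 SD above the screen mean, later confirmed by dose response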;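 also: 0% = low Mg2+ inducing control and 100% = high Mg2+ repressing control; strong numbers were not always called active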
# KOR beta-arrestin-2: KOR antagonists, beta-arrestin recruitment, cell-based, luminescence, uHTS (AID 1778) | hit rate 0.091% among 290,000 | inhibition, % at 10 µM, or IC50 in µM where a hit was titrated | KOR beta-arrestin recruitment, luminescence, antagonist mode; higher % means a stronger effect; also: strong numbers were not always called active
# NOD1 NF-kB reporter: NOD1 signaling inhibitors, primary screen, cell-based, luminescence, uHTS (AID 1578) | inhibition, % at 4 µM; hits with a dose series show EC50 in µM | NOD1-driven NF-kB luciferase reporter cells, luminescence; higher % means a stronger effect | hit rate 1% among 290,000; in the data active = inhibition mostly above about 36%, no sharp cut-off; inactive = mostly below about 34%;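 also: HEK-293T reporter cells stimulated with the NOD1 agonist gamma-tri-DAP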
# Siah-1 displacement: Siah-1 peptide-binding antagonists, primary screen, biochemical, fluorescence polarization, rhodamine-plectin, uHTS (AID 1817). E3 ubiquitin-protein ligase SIAH1 (Homo sapiens). Siah-1 / rhodamine-plectin peptide fluorescence polarization; higher % means a stronger effect. one-dose displacement, % at 20 µM; IC50 in µM for titrated hits. hit rate 0.02% among 290,000;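 active = displacement of at least 50% at 20 µM, with a fluorescence ratio check between 0.3 and a set limit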;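 also: plate controls were Siah plus tracer with DMSO for no effect and tracer alone without Siah for full effect; strong numbers were not always called active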
# LYP phosphatase: inhibitors of LYP phosphatase, biochemical, fluorescence intensity, uHTS (AID 1779) | one-dose inhibition, % at 11.5 µM; IC50 in µM for titrated hits | Tyrosine-protein phosphatase non-receptor type 22 (Homo sapiens) | hit rate 0.054% among 290,000 | recombinant LYP phosphatase, fluorescence intensity; higher % means a stronger effect;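 also: plate controls were vehicle with enzyme for no effect and no enzyme for full effect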
# HEK293 NOD2/NF-kB: NOD2 signaling inhibitors, cell-based, luminescence, uHTS, HEK293 (AID 1566) | HEK293 NOD2/NF-kB luciferase reporter, luminescence; higher % means a stronger effect | hit rate 0.63% among 290,000 | inhibition, % at 4 µM; hits with a dose series show EC50 in µM; also: many of its hits are not listed in these tables
# Myeloid diff MLP GFP+ MAC1+ %: also measured in Myeloid diff MLP; calls as there; GFP+ MAC1+ double positive, %; measured here: differentiation confirmed by MAC1 staining
# The depositor's hits bear a star; i = inactive; . = not tested or not shown; + = active, no number; [ ] = another dose, or the depositor's remark. Rule as the data show it, unless noted: active = inhibition above about 50%; inactive = the rest. Some of the compounds tested (hit frequency here may not be typical).
SMILES,Myeloid diff MLP,Myeloid diff MLP GFP+ MAC1+ %,KOR beta-arrestin-1,HIV peptide binding,PhoP inhibition,KOR beta-arrestin-2,NOD1 NF-kB reporter,Siah-1 displacement,LYP phosphatase,HEK293 NOD2/NF-kB
Cc1cccc(C)c1N(Cc1ccccc1F)S(C)(=O)=O,i,0.3,-1.6%,-0.2%,3%,-16%,-16%,-1%,4%,3%
Cc1ccccc1OCc1nnc(SCC(=O)NCc2ccco2)n1C,i,0.7,-1.7%,-1.4%,6%,-34%,-22%,-2%,-6%,19%
Cc1ccccc1-c1nc(CN2CCN(C(=O)c3ccco3)CC2)c(C)o1,i,0.6,-2.8%,1.6%,2%,-8%,-50%,2%,-9%,0%
CCOC(=O)c1cc(C(=O)c2cc(Br)ccc2O)coc1=N,i,0.3,-1.6%,2.2%,0%,14%,-15%,23%,2%,-1%
S=C1NC2(CCCCC2)Cc2ccccc21,i,0.8,-0.7%,-1.4%,7%,36%,-16%,7%,-3%,6%
CN(CCc1ccccc1)C(=O)c1cc(COc2ccc(F)cc2Cl)on1,i,1.1,-0.4%,-1.1%,-9%,-2%,-31%,12%,-6%,-2%
Cc1cc(OCCN2CCCC2)ccc1C(C)C,i,0.4,-5.2%,-0.3%,0%,0%,-11%,2%,-3%,4%
O=c1cc(CN2CCC(Cc3ccccc3)CC2)nc2sccn12,i,0.0,1.0%,0.7%,-1%,-8%,-10%,0%,-7%,-282%
COC(=O)c1ccc(N2C(=O)CC(N3CCC(O)(c4ccc(Br)cc4)CC3)C2=O)cc1 (stereo not drawn),i,0.4,-3.5%,0.7%,4%,-8%,-8%,-1%,-2%,11%
COc1cc(C(=O)NCCC(=O)N2CCCCC2)cc(OC)c1OC,.,.,-3.2%,-0.2%,1%,11%,-4%,-3%,-8%,1%
CCN(c1ccccc1)S(=O)(=O)c1ccc(C(C(=O)OC)C(=O)OC)c([N+](=O)[O-])c1,i,0.1,-6.5%,0.5%,5%,11%,-34%,0%,4%,22%
CC(C)C[C@H](NC(=O)c1nc[nH]c1C(=O)N1CCC(C)CC1)C(=O)OC(C)(C)C,i,1.2,2.0%,-1.7%,0%,16%,0%,-1%,1%,16%
CCN(CC)S(=O)(=O)c1cccc(NC(=O)COc2ncnc3sccc23)c1,i,0.6,-0.8%,-1.3%,2%,-11%,-20%,3%,-1%,11%
O=C(/C=C/c1ccc(Cl)cc1)Nc1ccc(N2CCCCC2)cc1,i,9.6,2.2%,-3.0%,-1%,-24%,.,0%,1%,0%
CC(C)C(NC(=O)Cc1ccccc1[N+](=O)[O-])C(C)C,i,0.0,-4.1%,-0.1%,-5%,-1%,-10%,-2%,-3%,11%
COc1ccc(C(C(=O)NC2CCCCC2)N(C(=O)c2ccccn2)c2cccnc2)c(OC)c1 (stereo not drawn),i,0.5,5.7%,-1.0%,11%,-10%,-22%,0%,-7%,-9%
CCN(C(=O)c1cc(S(=O)(=O)N2CCc3ccccc32)cn1C)c1ccccc1,i,1.1,-1.8%,2.3%,.,8%[20 µM],24%,3%,-1%,19%
CC(C(=O)Nc1ccc2c(c1)OCO2)N1CCN(C)CC1 (stereo not drawn),i,0.3,-1.0%,-1.7%,-1%,9%,0%,7%,-1%,11%
COc1ccccc1CNCC(=O)Nc1ccc(C(F)(F)F)cc1,i,0.6,2.6%,-0.7%,8%,20%,-6%,0%,-8%,0%
CCN(CC)c1ccc(/C=N/NC(=O)c2ccc3nc[nH]c3c2)c(O)c1,+,5.5*,1.7%,-0.5%,-15%,8%,-3%,-6%,-1%,29%

# Continued; it opens with the four that closed the last part.
SMILES,Myeloid diff MLP,Myeloid diff MLP GFP+ MAC1+ %,KOR beta-arrestin-1,HIV peptide binding,PhoP inhibition,KOR beta-arrestin-2,NOD1 NF-kB reporter,Siah-1 displacement,LYP phosphatase,HEK293 NOD2/NF-kB
CCN(C(=O)c1cc(S(=O)(=O)N2CCc3ccccc32)cn1C)c1ccccc1,i,1.1,-1.8%,2.3%,.,8%[20 µM],24%,3%,-1%,19%
CC(C(=O)Nc1ccc2c(c1)OCO2)N1CCN(C)CC1 (stereo not drawn),i,0.3,-1.0%,-1.7%,-1%,9%,0%,7%,-1%,11%
COc1ccccc1CNCC(=O)Nc1ccc(C(F)(F)F)cc1,i,0.6,2.6%,-0.7%,8%,20%,-6%,0%,-8%,0%
CCN(CC)c1ccc(/C=N/NC(=O)c2ccc3nc[nH]c3c2)c(O)c1,+,5.5*,1.7%,-0.5%,-15%,8%,-3%,-6%,-1%,29%
COc1ccc(-c2ccc(-c3noc(-c4ccccc4F)n3)c(OC)n2)cc1,i,4.9,30%,5.0%,-8%,-23%,-34%,3%,-5%,-17%
COC(=O)Cc1c(O)ccn(CCc2ccccc2)c1=O,i,0.5,-1.1%,-0.5%,4%,-14%[20 µM],-18%,-2%,-6%,-3%
O=[N+]([O-])c1ccc(O)c(/C=N/Nc2ccccc2Cl)c1,i,0.1,1.4%,-0.2%,-4%,-22%,-20%,16%,-3%,-118%
Cc1ccc(C(=O)Nc2nccc(C)n2)cc1,i,0.4,-4.0%,0.7%,-6%,-9%[20 µM],-40%,1%,-10%,-18%
Cc1ccc(O)c(NC(=S)NC(=O)/C=C/c2ccccc2)c1,i,0.6,0.4%,-3.2%,-3%,-44%[20 µM],42%,-6%,-11%,20%
COc1ccccc1S(=O)(=O)Nc1cc(S(=O)(=O)N2CCCCC2)ccc1N1CCOCC1,i,1.0,2.1%,0.4%,-3%,-16%,-36%,-2%,2%,-3%
O=c1ccc(-c2ccccc2)nn1Cc1ccc(F)cc1,i,0.7,-4.2%,-1.4%,7%,-20%,-8%,5%,-8%,18%
O=C(c1ccccc1)c1ccc(OCCCN2CCCCC2)cc1,i,1.8,-0.3%,1.5%,8%,-12%,-18%,9%,-7%,11%
CN1CCN(c2ccccc2NC(=O)c2ccc(OCc3ccccc3)cc2)CC1,i,0.5,-3.2%,-2.4%,-2%,16%,-44%,3%,1%,-3%
CCC1CCCCN1CCCNC(=O)c1cn(CC)c2ccc(S(=O)(=O)N3CCc4ccccc4C3)cc2c1=O (stereo not drawn),i,0.2,-1.1%,2.6%,-6%,25%,-31%,6%,0%,4%
CC(=O)Nc1cccc(NC(=O)Nc2cccc(Cl)c2C)c1,i,0.6,-9.3%,7.4%,7%,-29%[20 µM],-22%,-7%,-1%,8%
Cc1ccc(OCC(=O)NNC(=O)Cn2nnc(-c3ccccc3)n2)cc1,i,0.2,-1.6%,2.7%,6%,30%,-26%,9%,-3%,4%
CCc1ccc(C(=O)OCC(=O)NC2CCCC2)cc1,i,0.6,6.6%,0.3%,-6%,-47%,-3%,1%,-8%,-31%
CCOC(=O)C1=C(c2ccccc2)N=C2SCC(=O)N2C1c1ccc2c(c1)OCO2 (stereo not drawn),i,1.0,2.2%,-1.3%,-9%,-2%,-22%,0%,2%,-4%
CC/C(=N\NC(=O)c1cc(C)nc2ccccc12)c1ccc(C)s1,i,0.4,-1.3%,0.5%,-17%,7%,-21%,2%,-5%,6%
CCc1nnc(NC(=O)C2CC(=O)N(CCc3ccc(F)cc3)C2)s1 (stereo not drawn),i,0.3,-5.7%,2.4%,6%,-39%,-31%,13%,-10%,-2%
CCOc1cc(/C=N/NC(=O)CN2CCCCC2)ccc1OCc1cccc(Cl)c1,i,0.6,10%,-1.6%,-1%,16%,-27%,-3%,-2%,-3%
Cc1ccc(N=Nc2ccc(O)c(/C=N\NC(=O)c3ccc(N)cc3)c2)cc1C,i,0.7,-8.6%,-1.5%,33%,25%,-4%,8%,-2%,44%
COC(Cc1ccccc1N1CCCC1=O)OC,i,0.9,-4.3%,-0.7%,15%,-26%[20 µM],-12%,8%,-14%,-10%
Cc1ccn2cc(CCNS(=O)(=O)c3ccc4c(c3)OCCO4)nc2c1,i,3.4,-2.9%,0.2%,6%,26%,-10%,2%,-6%,7%
O=C(CN1C(=O)C2CC=CCC2C1=O)Nc1nc2ccccc2[nH]1 (stereo not drawn),i,0.6,-5.2%,-0.3%,-13%,16%,-29%,0%,-5%,14%
O=C(OCC(=O)N1CCc2ccccc21)c1cncc(Br)c1,i,0.6,2.6%,-1.1%,1%,-10%,-34%,-2%,-1%,-7%
O=C(CSc1nc(O)c(Cc2ccccc2F)c(=O)[nH]1)N1CCCCCC1,i,0.2,1.7%,2.0%,-5%,11%,-10%,2%,-4%,7%
O=C(CO/N=C/c1ccccc1OC(F)F)NCc1cccs1,i,1.4,-0.2%,0.0%,13%,4%,-20%,8%,-6%,3%
CCOc1ccc(CN2CCCC(N3CCN(c4ccc(OC)cc4)CC3)C2)cc1 (stereo not drawn),i,0.5,1.8%,0.0%,5%,-51%[20 µM],-29%,13%,-6%,14%
O=S(=O)(c1ccccc1)N1CCC2(CC1)CO2,.,.,-5.3%,-2.5%,-3%,14%,76%*,-4%,0%,-71%
CCOc1ccc(C2N(c3ccc(Cl)cc3)C(=O)C3CCCN32)cc1OC (stereo not drawn),i,2.4,3.8%,3.0%,11%,0%,-14%,2%,7%,-32%
CC(=O)Nc1ccc(S(=O)(=O)NCCNS(=O)(=O)c2ccc(NC(C)=O)cc2)cc1,i,0.2,1.2%,1.8%,0%,-13%,-22%,1%,-3%,20%
O=C(C1CCCC1)N1CCCC(Nc2ccccc2)C1 (stereo not drawn),i,3.8,4.4%,2.0%,-4%,7%,-6%,1%,0%,-8%
COC(=O)c1ccc(-c2csc(NC(=O)c3ccc(S(=O)(=O)N4CCc5ccccc5C4)cc3)n2)cc1,i,0.4,-1.0%,-1.6%,13%,-4%,-20%,33%,-9%,3%
COc1ccc(NC(=O)c2cc([N+](=O)[O-])ccc2NC(=O)CNC2CCCCC2C)c(OC)c1 (stereo not drawn),i,0.4,1.0%,0.6%,-1%,-25%,-24%,2%,2%,-12%
CCOCCCNC(=O)CC1Oc2ccc(C)cc2NC1=O (stereo not drawn),i,3.5,-1.2%,-1.2%,4%,12%,-22%,0%,-4%,14%
COc1ccc(CCN2CCCn3c2nc2c3c(=O)[nH]c(=O)n2C)cc1OC,i,0.3,6.2%,0.3%,11%,3%,-13%,-2%,-8%,-1%
COc1ccc(N(Cc2cc(=O)[nH]c3ccccc23)C(=O)c2ccco2)cc1,i,0.8,-1.7%,0.4%,18%,-28%,-3%,-1%,-6%,-9%
Nc1ccc2nc3c(c(Cl)c2c1)CCCC3,i,0.2,9.1%,-5.8%,-13%,-19%,10%,-7%,-9%,-29%
c1ccc2[nH]c(NCCN3CCOCC3)nc2c1,i,0.7,-1.1%,2.0%,-3%,-8%,-20%,1%,-4%,-8%
CCN(CC)S(=O)(=O)c1ccc(C(=O)Oc2coc(CSc3nc(C)cc(C)n3)cc2=O)cc1,i,0.1,6.4%,2.1%,11%,45%,-24%,-3%,2%,0%
